# Compound activity: PubChem BioAssay, several laboratories
# 3CLpro inhibitor = SARS-CoV 3CLpro protease inhibition. P0C6X7. recombinant SARS-CoV 3CLpro, quenched FRET peptide cleavage. inhibition, % at 6 µM. actives 0.14% (n = 290,000); in the data active = inhibition above about 12%
# UGM FP inh = Mtb UDP-galactopyranose mutase inhibition. inhibition, % at 10 µM. purified UGM, fluorescence polarization probe displacement. P9WIQ1. actives 0.06% (n = 320,000); in the data active = inhibition above about 10%, passing the limit was not always enough
# FBA Mtb inh = inhibits M. tuberculosis FBA enzyme | inhibition, % at 1 µM | purified M. tuberculosis FBA, fluorescence read-out | P9WQA3 | actives 2.3% (n = 360,000); in the data active = inhibition above about 27%;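 note: 0% = vehicle and 100% = reference inhibitor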
# Target sequence (P9WQA3 whole entry, looked up): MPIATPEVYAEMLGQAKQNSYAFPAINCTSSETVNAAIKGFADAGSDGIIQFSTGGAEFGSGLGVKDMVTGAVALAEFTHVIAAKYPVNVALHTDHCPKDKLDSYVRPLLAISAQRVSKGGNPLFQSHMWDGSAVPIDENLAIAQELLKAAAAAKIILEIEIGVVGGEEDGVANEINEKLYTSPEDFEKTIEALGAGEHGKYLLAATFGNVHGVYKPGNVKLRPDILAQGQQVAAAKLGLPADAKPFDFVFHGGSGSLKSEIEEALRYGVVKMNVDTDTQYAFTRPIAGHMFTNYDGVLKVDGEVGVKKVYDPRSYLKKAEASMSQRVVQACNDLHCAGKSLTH
# Mtb BioA inh = BioA (M. tuberculosis) enzyme inhibition. actives 0.096% (n = 360,000). inhibition, % at 9.99 µM. purified M. tuberculosis BioA enzyme, plate reader. AID 602481; in the data active = inhibition above about 40%
# GDH-TPI inh = GDH-TPI coupled enzyme inhibition counter-screen | inhibition, % at 4.8 µM | GDH-TPI coupled enzyme counterscreen, NADH absorbance | actives 1.2% (n = 360,000); in the data active = inhibition above about 30%;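 note: 0% = DMSO wells and 100% = wells lacking the enzyme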
# Rv3671c protease = Rv3671c (M. tuberculosis) protease inhibition. P9WHR9. inhibition, % at 5.96 µM. actives 0.048% (n = 320,000). AID 2606; in the data active = inhibition above about 38%;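 note: extracellular domain of Rv3671c used as enzyme; 0% = enzyme with DMSO and 100% = no enzyme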
# Target sequence (P9WHR9 whole entry, looked up, the tested form may be a part): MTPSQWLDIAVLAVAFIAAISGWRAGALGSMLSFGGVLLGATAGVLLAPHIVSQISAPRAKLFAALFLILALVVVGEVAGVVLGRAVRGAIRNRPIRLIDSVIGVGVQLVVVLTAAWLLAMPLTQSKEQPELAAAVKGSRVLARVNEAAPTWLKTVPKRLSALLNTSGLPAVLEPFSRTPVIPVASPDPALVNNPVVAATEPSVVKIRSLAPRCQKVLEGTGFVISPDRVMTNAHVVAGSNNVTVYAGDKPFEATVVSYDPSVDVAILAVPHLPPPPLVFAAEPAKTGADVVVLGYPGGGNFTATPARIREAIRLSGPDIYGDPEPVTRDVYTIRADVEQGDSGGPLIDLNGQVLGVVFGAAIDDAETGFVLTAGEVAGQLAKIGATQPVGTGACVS
# DUSP3 inh = blocks human VHR1 dual specificity phosphatase; inhibition, % at 13.3 µM; actives 0.52% (n = 290,000); recombinant VHR phosphatase, pNPP absorbance; P51452; in the data active = inhibition above about 50%; note: some compounds called inactive have numbers as strong as hits
# Target sequence (P51452 whole entry, looked up): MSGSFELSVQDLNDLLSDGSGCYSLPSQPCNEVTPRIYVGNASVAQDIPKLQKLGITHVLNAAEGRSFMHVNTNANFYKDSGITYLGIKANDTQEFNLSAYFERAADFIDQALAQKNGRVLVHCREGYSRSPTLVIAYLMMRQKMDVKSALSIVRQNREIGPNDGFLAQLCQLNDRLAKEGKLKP
# PriA SSB inh = inhibitors of Klebsiella pneumoniae PriA binding to SSB C-terminal tail; AlphaScreen SSBct-PriA binding, biotinylated peptide; inhibition, % at 33 µM; actives 0.6% (n = 430,000); AID 1272365; in the data active = inhibition mostly above about 37%, no sharp cut-off; inactive = mostly below about 20%;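 note: plate controls were negative control peptide for no effect and reference peptide for full effect; strong numbers were not always called active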
# MazF activator = increases E. coli MazEF RNase cleavage of RNA | P0AE70 | FAM/BHQ RNA-DNA oligo cleavage fluorescence, 5 h | activation, % at 20 µM | actives 0.32% (n = 350,000) | AID 504720; in the data active = activation above about 50%
# Target sequence (P0AE70 whole entry, looked up): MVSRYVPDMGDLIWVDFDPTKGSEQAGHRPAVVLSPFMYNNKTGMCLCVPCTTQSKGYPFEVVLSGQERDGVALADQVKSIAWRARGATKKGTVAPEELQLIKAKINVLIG
# BH1578 lux ind = inducers of Vibrio cholerae quorum light production without autoinducers; V. cholerae BH1578 lux reporter, luminescence, 6 h; activation, % at 18.7 µM; actives 0.16% (n = 350,000); AID 588436; in the data active = activation mostly above about 9.7%, no sharp cut-off; note: not every result past the cut was called active; inactives centre near 0; reference of the scale not given here
# Starred values were filed as active, the others as inactive; i = inactive; · = not tested or not shown; & = joins results of further samples.
# Sample of the layout:
mol	3CLpro inhibitor	UGM FP inh	FBA Mtb inh	Mtb BioA inh	GDH-TPI inh	Rv3671c protease	DUSP3 inh	PriA SSB inh	MazF activator	BH1578 lux ind
Cc1cccc(N(CC(=O)NC(C)C)C(=O)CCC(=O)Nc2nccs2)c1	-1	0.3	-1	-1.5	-11	-9	-32	-11	5	i
O=C(Nc1ccccc1)N1CCCC(c2nc(-c3cccs3)no2)C1 (configuration not stated)	-2	-1.1	0	0.9	-4	-4	18	-11	-4	-0.2
CC1CC(C)CN(S(=O)(=O)c2ccc(NC(=O)[C@@H]3CCCN3C(=O)c3cccs3)cc2)C1 (some centres not stated)	·	1.3	-1	-0.9	-5	-10	·	-8	-1	-3.1
CCOC(=O)C(C)n1cnc2sc3c(c2c1=O)CCC3 (configuration not stated)	1	1.4	5	1.3	16	13	8	-5	5	·

# All compounds of this part, from the start:
mol	3CLpro inhibitor	UGM FP inh	FBA Mtb inh	Mtb BioA inh	GDH-TPI inh	Rv3671c protease	DUSP3 inh	PriA SSB inh	MazF activator	BH1578 lux ind
Cc1cccc(N(CC(=O)NC(C)C)C(=O)CCC(=O)Nc2nccs2)c1	-1	0.3	-1	-1.5	-11	-9	-32	-11	5	i
O=C(Nc1ccccc1)N1CCCC(c2nc(-c3cccs3)no2)C1 (configuration not stated)	-2	-1.1	0	0.9	-4	-4	18	-11	-4	-0.2
CC1CC(C)CN(S(=O)(=O)c2ccc(NC(=O)[C@@H]3CCCN3C(=O)c3cccs3)cc2)C1 (some centres not stated)	·	1.3	-1	-0.9	-5	-10	·	-8	-1	-3.1
CCOC(=O)C(C)n1cnc2sc3c(c2c1=O)CCC3 (configuration not stated)	1	1.4	5	1.3	16	13	8	-5	5	·
Cc1ccc(C(=O)N/N=C/c2ccc(S(=O)(=O)O)o2)c(Cl)c1	1	-1.4	-1	0.1	9	0	7	·	0	i
COc1ccc(C(=O)NC2CC2)cc1OC1CCN(Cc2ccc(F)cc2F)CC1	-3	-0.8	0	-3.4	1	5	19	-4	0	-0.8
Cc1ccc(NC(=O)c2ccc(OC(=O)c3cc4ccccc4o3)cc2)cc1	0	-2.1	-4	1.2	1	-3	23	-16	-6	-5.0
CC(C)(CO)NS(=O)(=O)c1ccc2c(c1)Cc1cc(S(=O)(=O)NC(C)(C)CO)ccc1-2	-2	0.7	-4	-2.0	-15	2	10	-10	-2	i
Cc1ccc(Nc2nnc(SCC(=O)NC3CCCc4ccccc43)s2)cc1 (configuration not stated)	6	·	-6	·	13	-8	-4	-1	4	-2.1
CC(C)CC(=O)NCCc1ccncc1	-1	-1.9	-1	-2.1	-9	-10	24	-18	0	i
Cc1cc(C)n(CC(=O)NC2CCCN(Cc3ccc(Cl)cc3)C2)n1 (configuration not stated)	3	-0.6	0	0.3	7	-6	1	-3	-8	-0.2
O=C(C1=C[C@@H](c2csc3ccccc23)C[C@@H](OCc2ccc(CO)cc2)O1)N1CCOCC1	4	0.8	4	0.7&-0.3	0	10	26	4	-3	i
COc1ccc(/C=N/NC(=O)c2cccc(OC(F)(F)C(F)F)c2)c(OC)c1OC	1	-3.1	4	-3.0	13	-7	-7	·	3	-0.5
O=C(c1cccc(N2CCCC2=O)c1)N1CCOCC1	-2	-1.2	-18	-0.4	-7	8	-10	-14	3	-3.2
COc1ccc(-n2cc(CNC3CCC(O)CC3)c(-c3cccc(F)c3)n2)cc1 (configuration not stated)	6	-0.6	17	3.1	5	-3	-5	1	-1	-0.4
COc1cc(NCc2ccccc2O)c2ncccc2c1	-2	·	0	-0.7	-1	·	21	-1	0	i
O=C(NCc1ccc2c(c1)OCO2)C(C(=O)c1ccccc1)n1cc(Cl)ccc1=O (configuration not stated)	6	0.4	0	·	4	-2	34	2	1	-0.3
C=C(C)CN(CC)C(=O)CCc1nnc(CCCc2ccccc2)o1	-3	-2.2	3	·	-2	-3	4	-14	1	-0.2
O=C(CSc1nc(Nc2ccccc2)nc(N2CCOCC2)n1)NC1CCCCC1	3	-1.2	3	0.1	7	-2	14	-15	4	·
CC1=C(C(=O)Nc2ccccc2C(F)(F)F)C(c2sccc2C)NC(=S)N1 (configuration not stated)	3	0.7	-1	·	-3	-7	13	0	3	i
Cc1ccc(S(=O)(=O)Nc2cc(=O)[nH]c(SCC(=O)Nc3ccccc3Cl)n2)cc1	1	·	0	·	0	·	10	-6	8	-3.6
COc1ccc(CNS(=O)(=O)c2ccc(C)cc2)cc1	·	0.1	-2	-0.2	9	-1	·	-16	10	0.8
Cc1c(CCCC(=O)O)sc(N)c1C(=O)c1cccc(C(F)(F)F)c1	·	2.6	-1	-0.4	4	-7	·	-3	-6	i
C#CCN(C[C@H]1[C@H](OC(=O)NC2CC2)[C@H](OC(=O)NC2CC2)C[C@@H](C(=O)OC)[C@H]1C(=O)OC)S(=O)(=O)c1ccc(C)cc1	·	·	0	-0.5	-12	·	·	·	8	-0.4
Oc1ccc(Br)cc1CNc1ccccn1	-7	-2.3	1	·	1	-5	-22	-9	8	-0.5
CCN(Cc1nc(-c2cccc(C)c2)no1)C(=O)c1ccc2c(c1)OCO2	4	0.9	-2	-0.3	7	12	6	-9	-4	-0.5
O=c1[nH]c(=S)[nH]nc1Cc1ccccc1	-2	2.1	-1	0.0	4	-3	0	-3	1	·
C/C(=N\NC(=O)c1cccc(Br)c1)c1cccc(NC(=O)c2ccc(C)o2)c1	8	1.2	0	-1.1	3	5	-8	·	0	-0.2
O=C(O)CCCC(=O)N(Cc1ccccc1)Cc1ccccc1	1	2.2	3	-1.4	10	0	-33	0	-16	-0.4
CN(CC(=O)Nc1cccc(F)c1)C(=O)c1cc([N+](=O)[O-])ccc1N1CCOCC1	·	2.4	0	·	4	-3	·	8	-1	i

# Full records from above.
# CC(C)(CO)NS(=O)(=O)c1ccc2c(c1)Cc1cc(S(=O)(=O)NC(C)(C)CO)ccc1-2 as listed: 3CLpro inhibitor: -2; UGM FP inh: 0.7; FBA Mtb inh: -4; Mtb BioA inh: -2.0; GDH-TPI inh: -15; Rv3671c protease: 2; DUSP3 inh: 10; PriA SSB inh: -10; MazF activator: -2; BH1578 lux ind: i
# CC1CC(C)CN(S(=O)(=O)c2ccc(NC(=O)[C@@H]3CCCN3C(=O)c3cccs3)cc2)C1 (some centres not stated) as listed: 3CLpro inhibitor: ·; UGM FP inh: 1.3; FBA Mtb inh: -1; Mtb BioA inh: -0.9; GDH-TPI inh: -5; Rv3671c protease: -10; DUSP3 inh: ·; PriA SSB inh: -8; MazF activator: -1; BH1578 lux ind: -3.1

# (listing goes on)
mol	3CLpro inhibitor	UGM FP inh	FBA Mtb inh	Mtb BioA inh	GDH-TPI inh	Rv3671c protease	DUSP3 inh	PriA SSB inh	MazF activator	BH1578 lux ind
CC(C)Oc1ccc(C(=O)N2CCCc3ccccc32)cc1	2	-1.6	0	-2.7	5	0	14	-14	-4	i
COc1cc(C(CCN2CCCCC2)c2c(OC)cc(OC)c3c(C)cc(=O)oc23)cc(OC)c1OC (configuration not stated)	·	0.6	-2	0.1	16	-14	15	0	13	i
NC(=O)C1=C[C@@H](c2coc3ccccc3c2=O)C[C@@H](OCCCCO)O1	2	3.1	5	1.8	8	4	25	0	11	-0.9
O=C(CNC(=S)N(CCCN1CCOCC1)Cc1cccs1)NCc1ccc(Cl)cc1	-5	-1.7	1	-1.0	11	5	-4	-9	6	-0.4
COc1cc(C(=O)Nc2cccc(-n3cnnn3)c2)cc(Cl)c1OC	1	-4.2	1	0.0	8	-37	2	-11	10	-0.4
CNc1ncc(-c2nnnn2-c2ccccc2)c(-c2ccccc2)n1	1	-1.0	3	·	-2	-2	-7	-2	7	-0.5
O=C(O)c1c[nH]c(=O)c2ccccc12	-4	-2.5	1	·	6	5	10	-8	1	-1.1
CCOC(=O)CNC(=O)CSc1nc(-c2ccc(OC)cc2)ns1	-2	0.8	-2	-0.1	4	3	-3	2	0	-0.2
CCOCCc1nnc(NC(=O)Cc2ccc(Br)cc2)s1	-2	0.2	1	-0.6	5	2	-9	-8	3	-0.2
Cc1cccc(CSC2=CS(=O)(=O)c3ccccc3N2)c1	-4	0.5	0	-0.8	3	-6	29	-3	-6	0.4
COCCn1c(CCc2ccccc2)n[nH]c1=S	5	-0.8	-2	·	-1	-4	20	-9	4	-1.0
CN(C)C1C(=O)c2ccccc2C1=O	3	-0.1	0	·	10	4	-4	-4	-1	-0.2
NC(=O)c1ccccc1NC(=O)c1ccccc1F	1	2.1	-2	-1.1	1	-6	18	-7	1	i
O=C(Nc1ncc([N+](=O)[O-])s1)c1ccccc1Br	1	2.0	-5	0.2	13	-1	8	-1	7	i
Cc1cccc2nc(CSc3nc4ccccc4o3)cn12	-1	0.7	-1	·	4	-1	4	6	-7	-0.3

# Continued:
# Values in the order – 3CLpro inhibitor, UGM FP inh, FBA Mtb inh, Mtb BioA inh, GDH-TPI inh, Rv3671c protease, DUSP3 inh, PriA SSB inh, MazF activator, BH1578 lux ind
CCC(=O)c1ccc(OCC(=O)N2CCN(CC(=O)Nc3ccccc3C(F)(F)F)CC2)cc1
→ ·, -1.5, -2, 5.3, -6, -7, ·, 8, 2, -0.8
CCC(c1nnnn1C1CCCC1)N1CCC(C(N)=O)CC1 (configuration not stated)
→ 1, 3.4, 1, ·, -1, -7, 23, -17, -13, -0.2
Cc1c(NS(=O)(=O)c2cccc(C(=O)NCc3ccccc3Cl)c2)c(=O)n(-c2ccccc2)n1C
→ ·, ·, -1, 2.0, 4, ·, ·, -10, -3, -0.9
C=CCNCCCOc1ccc(Cl)cc1C(C)(C)C
→ -2, -0.5, 0, ·, 2, 6, 40, -4, 15, 0.4
CCN(C(=O)COC(=O)CNC(=O)C12CC3CC(CC(C3)C1)C2)C1CCS(=O)(=O)C1 (configuration not stated)
→ -3, 0.4, 0, -0.8, -7, -3, -1, -6, 1, 0.8
COc1ccc(OC)c(S(=O)(=O)NC2CC(=O)N(c3cccc(F)c3)C2)c1 (configuration not stated)
→ ·, -0.3, -2, ·, 1, 0, ·, 0, 3, -5.3
Cc1ccc(NC(=O)c2oc3ccc(Br)cc3c2C)cc1S(=O)(=O)N1CCOCC1
→ ·, ·, -1, -1.6, 8, ·, ·, -8, -9, i
Cn1c(NCc2ccccc2Cl)nc2ccccc21
→ ·, -0.4, 0, -0.5, -3, -6, ·, -8, 7, -0.3
CCC1(C)NC(=O)N(CC(=O)N2CCN(c3cccc(Cl)c3)CC2)C1=O (configuration not stated)
→ ·, 0.2, 1, -1.6, 0, 10, ·, -2, -1, -1.6
COc1ccc(C(=O)Nc2ccc(Cl)cn2)cc1S(=O)(=O)N1CCCC1
→ ·, -2.6, 4, 3.3, 2, 5, ·, -8, 3, -2.1
COc1ccccc1C(=O)NNC(=O)C(=O)N1CCCCC1
→ 5, 3.0, 2, 0.3, 6, -3, 10, 9, 2, -0.5
COc1ccc(N2CCN(CC(=O)c3ccc(Cl)cc3)CC2)cc1
→ -4, -0.7, -1, ·, 4, 7, 13, 8, -2, i
O=C(c1ccco1)N1CCN(c2nc(C(F)(F)F)nc3c2nnn3Cc2ccccc2)CC1
→ -1, 1.6, 0, ·, -1, -1, 13, 1, -3, i
Cc1cc(NC(=O)c2cccnc2)ccc1Br
→ 5, 3.0, -2, 24, -12, 4, 9, -13, 4, i
COc1ccc(NC(=O)N(C)C[C@@H]2OCc3ccccc3-c3c(n(C)c4ccccc34)C(=O)N([C@H](C)CO)C[C@H]2C)c(OC)c1
→ ·, ·, -2, 0.9, -6, ·, ·, ·, -2, i
Cc1ccc(N2CCN(C(=S)c3ccc(-c4ccccc4[N+](=O)[O-])o3)CC2)cc1
→ -4, 0.3, -2, -0.9, 3, 3, 9, 11, -3, i
CC1(C)CC(=O)N(CC(=O)O)c2ccccc2S1
→ 0, 0.9, 3, -0.9, 11, 3, -1, -1, 2, -0.2

# This is a subset (hit frequency here may not be typical).
